Compound activity: PubChem, Sanford-Burnham Center for Chemical Genomics
ATG4B inh: ATG4B protease inhibitors, primary screen, biochemical, fluorescence, uHTS; ATG4B cleavage of LC3-PLA2, NBD-HPC fluorescence, 1 h; inhibition, % at 8.33 µM; actives 0.51% (n = 340,000); AID 504462, 2011; in the data active = inhibition above about 40%
Target sequence (Q9Y4P1 whole entry, looked up): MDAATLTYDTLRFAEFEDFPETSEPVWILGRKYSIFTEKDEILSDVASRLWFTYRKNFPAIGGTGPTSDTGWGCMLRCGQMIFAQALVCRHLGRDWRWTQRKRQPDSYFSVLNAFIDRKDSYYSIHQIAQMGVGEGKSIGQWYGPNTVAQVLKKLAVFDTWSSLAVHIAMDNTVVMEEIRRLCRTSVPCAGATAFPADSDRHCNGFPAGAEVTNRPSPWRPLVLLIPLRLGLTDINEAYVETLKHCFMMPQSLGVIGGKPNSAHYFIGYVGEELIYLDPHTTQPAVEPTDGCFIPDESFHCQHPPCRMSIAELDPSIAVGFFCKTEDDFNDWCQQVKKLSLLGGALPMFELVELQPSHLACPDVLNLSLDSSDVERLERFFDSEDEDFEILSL
APOBEC3G inh: APOBEC3G DNA deaminase inhibitors, primary screen, biochemical, fluorescence, single-stranded DNA substrate, uHTS; inhibition, % at 20 µM; recombinant A3G, ssDNA deamination FAM/TAMRA fluorescence; DNA dC->dU-editing enzyme APOBEC-3G (Homo sapiens), Q9HC16; actives 0.28% (n = 330,000);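 active = inhibition of at least 40% at 20 µM, with no more than 30% in the related APOBEC3A deaminase screen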;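 also: plate controls were DMSO wells with A3G for no effect and wells lacking A3G enzyme for full effect; some compounds called inactive have numbers as strong as hits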
Target sequence (Q9HC16 whole entry, looked up): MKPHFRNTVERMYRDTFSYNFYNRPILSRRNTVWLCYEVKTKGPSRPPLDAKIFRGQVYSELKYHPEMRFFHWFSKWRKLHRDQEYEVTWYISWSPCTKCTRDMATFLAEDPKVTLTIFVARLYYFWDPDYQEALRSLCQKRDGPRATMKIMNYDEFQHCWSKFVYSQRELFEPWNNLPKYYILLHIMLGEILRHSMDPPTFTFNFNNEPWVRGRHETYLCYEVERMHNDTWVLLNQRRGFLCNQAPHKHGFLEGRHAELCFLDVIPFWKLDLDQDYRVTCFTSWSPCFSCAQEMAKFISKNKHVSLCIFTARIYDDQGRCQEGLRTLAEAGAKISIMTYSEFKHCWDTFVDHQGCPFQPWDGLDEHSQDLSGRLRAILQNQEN
hIAP activ: human IAP activators, primary screen, biochemical, luminescence, uHTS. activation factor at 10 µM. AID 2524, 2010. Intestinal-type alkaline phosphatase (Homo sapiens), P09923. actives 0.16% (n = 330,000). purified human IAP, CDP-Star luminescence, 30 min; active compounds read high; 1 = vehicle-only enzyme, 0 = enzyme-free background;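 active = activation factor of the enzyme at least 2-fold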; also: the source names both 10 and 20 µM as test concentration; values of inactives mirror those of a sister screen read the other way
hIAP inh: human IAP inhibitors, primary screen, biochemical, luminescence, uHTS; purified IAP, CDP-Star luminescence, 30 min; inhibition, % at 10 µM; actives 0.12% (n = 330,000); AID 2544, 2010;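 active = inhibition reaching a set limit with compound at 10 µM in the primary screen, cut at about 35% in these data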;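 also: plate controls were DMSO wells with enzyme for no effect and no-enzyme buffer wells for full effect; values of inactives mirror those of a sister screen read the other way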
A3A deaminase: APOBEC3A ssDNA deaminase inhibitors, primary screen, selectivity assay for APOBEC3G inhibitor project, biochemical, FAM/TAMRA oligo cleavage fluorescence; recombinant A3A, FAM/TAMRA ssDNA deamination fluorescence; inhibition, % at 20 µM; actives 0.41% (n = 330,000); AID 493011, 2011;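 active = at least 40% inhibition at 20 µM here, with at most 30% in a related deaminase screen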;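 also: plate controls were A3A with DMSO for no effect and wells lacking A3A enzyme for full effect; some results filed as inactive read as strong as hits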
Target sequence (P31941 whole entry, looked up): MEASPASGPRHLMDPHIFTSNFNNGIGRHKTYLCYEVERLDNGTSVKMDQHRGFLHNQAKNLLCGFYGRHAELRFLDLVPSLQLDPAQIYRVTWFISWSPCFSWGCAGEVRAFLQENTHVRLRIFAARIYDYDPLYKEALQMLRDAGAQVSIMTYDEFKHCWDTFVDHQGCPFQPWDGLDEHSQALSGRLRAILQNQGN
mIAP block: inhibitors of mouse IAP, primary screen, biochemical, luminescence, uHTS; intestinal alkaline phosphatase [Mus musculus]; purified mouse IAP, CDP-Star luminescence, 30 min; actives 0.2% (n = 330,000); inhibition, % at 10 µM; AID 2806, 2010;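 active = inhibition of at least 40% at 10 µM in the primary screen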;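 also: plate controls were DMSO with enzyme for no effect and no enzyme wells for full effect; values of inactives mirror those of a sister screen read the other way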
MPTP inh: mitochondrial permeability transition pore inhibitors, primary screen, biochemical, isolated mouse mitochondria, absorbance; AID 602449, 2012; actives 1.4% (n = 360,000); inhibition, % at 10 µM; Ca2+ swelling absorbance, 30 min;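 active = inhibition of 50% or more, scaled per plate between neutral and stimulator controls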;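 also: 0% = DMSO wells given calcium and 100% = 1 mM EGTA wells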
mIAP activ: activators of mouse IAP, primary screen, biochemical, luminescence, uHTS; intestinal alkaline phosphatase [Mus musculus]; muIAP, CDP-Star luminescence, 30 min; active compounds read high; 1 = vehicle-only enzyme signal, 0 = enzyme-free wells; activation factor at 10 µM; actives 0.24% (n = 330,000);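 active = activation factor of at least 2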; also: the source names both 10 and 20 µM as test concentration; values of inactives mirror those of a sister screen read the other way
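Assay system: mouse IAP enzyme; Reagent: CDP-Star chemiluminescent phosphatase substrate; Compound: DMSO-dissolved test compounds; Incubation: 30 min, room temperature; Technique: luminescence from enzymatic CDP-Star hydrolysis; Controls: DMSO-only wells and no-enzyme negative control.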
beta cell repl: inducers of MIN6 beta-cell proliferation, primary screen, ATP luminescence, uHTS; actives 0.29% (n = 330,000); MIN6 cells proliferation, ATPlite luminescence, 48 h; cells starved in 0.2% serum; 100% = growth in 10% serum; proliferation, % at 10 µM;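 active = compounds whose signal lies at least 3.5 SD above the mean of all wells on their plate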;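 also: 0% = DMSO-treated cells in low-serum medium and 100% = 10% serum control; some compounds called inactive have numbers as strong as hits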
The depositor's hits bear a star.

SMILES	ATG4B inh	APOBEC3G inh	hIAP activ	hIAP inh	A3A deaminase	mIAP block	MPTP inh	mIAP activ	beta cell repl
COc1c(C(=O)NNC(=O)c2ccccc2Cl)csc1Br	-1	-4	1	-4	1	15	0.9	0.85	0
COC(=O)c1cc(S(=O)(=O)NCC2CCN(Cc3ccc(C)cc3)CC2)cn1C	-5	-2	1.5	-53	-2	-10	0.2	1.1	-2
CN(C1CCCCC1)S(=O)(=O)c1ccc(-n2cnnn2)cc1	-4	2	1	-2	1	-6	1.0	1.1	0
FCCCOc1ccc(-c2ccnc(-c3ccccc3)n2)cc1	0	-9	0.87	13	-2	3	0.1	0.97	0
C=CCOc1nc(N(C)C)nc(N(C)C)n1	-11	2	1	-5	3	-3	-1.7	1	-1
C/C(=N\NC(=O)CN(c1ccccc1)S(C)(=O)=O)c1ccccc1O	-11	-13	1.5	-45	2	-3	0.5	1	-1
COCc1cc(/C=N\NC(=O)Cc2ccc(Cl)cc2)ccc1OC	-3	-3	1.1	-11	-1	-1	0.4	1	1
O=C(CCS(=O)(=O)c1ccccc1)N1CCN(c2ccc(F)cc2)CC1	-11	-10	1.3	-31	0	-12	-0.7	1.1	-3
O=C1N[C@@H](Cc2ccccc2)C(=O)N2[C@@H]1C[C@@]1(Br)c3ccccc3N(S(=O)(=O)c3ccccc3)[C@@H]21	-5	-8	0.86	14	-3	6	-1.5	0.94	-1
CN1C(=O)[C@H]2[C@@H](/C=C/c3ccccc3)N3C(=O)CN(Cc4ccccn4)C(=O)[C@@]3(Cc3ccccc3)[C@H]2C1=O	-4	4	1.1	-6	1	3	0.4	0.97	-4
CCn1c(SCC(=O)N2CCCCCC2)nc2c(c1=O)SCC2	5	-5	0.91	9	-3	2	-0.3	0.98	-2
COc1cccc(/C=N/N2CCN(c3ccccc3OC)CC2)c1	3	-1	1	-2	1	0	-0.2	1	-1
CCOC(=O)[C@@H]1[C@H]2COc3cc(OC)ccc3[C@H]2N2C(=O)N(c3ccc(Br)cc3)C(=O)[C@]12C	-8	-7	0.94	6	-5	6	1.9	0.94	-4
O=C(N/N=C1\CCCc2ccccc21)c1ccccc1Cl	1	0	1.1	-7	0	12	-1.8	0.88	0
CSc1cc(-c2ccncc2)nc(-c2ccc(Cl)cc2)c1	-12	-8	0.81	19	-4	4	1.3	0.96	-2
CC(C)N(Cc1ccccc1)S(=O)(=O)c1cccs1	7	-6	1	-2	-2	7	0.3	0.93	0
Cc1ccc(C(=O)O/N=C/c2ccc(N(C)C)cc2)cc1	-3	-9	1.1	-6	3	-7	0.8	1.1	-1
CCCCN(C(=O)CNC(=O)c1ccco1)C(C(=O)NC1CCCCC1)c1ccc(OC)cc1OC (centres undefined)	-13	-6	0.94	6	-1	35	-3.5	0.65	1
Cc1ccc(C(=O)Nc2nc(-c3cc(Cl)sc3Cl)cs2)cc1	4	-6	1.1	-11	-3	-1	19	1	-5
Cc1oc(-c2ccc(Cl)cc2)cc1C(=O)NC1CCN(Cc2ccccc2)CC1	-4	-1	1	-2	-6	-24	-0.2	1.2	-4
Cc1ccc(S(=O)(=O)/N=C(/Nc2ccc(O)c(C(=O)O)c2)c2ccccc2)cc1	-3	-8	1	0	-6	-1	-0.9	1	-2
C/C(=N\NC(=O)CC#N)c1ccc(Oc2ccccc2)cc1	-8	-8	1.1	-5	2	-9	0.2	1.1	-3
O=C(CN1C(=O)CCSc2ccc(S(=O)(=O)N3CCOCC3)cc21)Nc1ccccc1Cl	-6	-5	0.87	13	2	11	-0.1	0.89	-2
COc1cc(/C=N/NC(=O)COc2ccc(-n3cnnn3)cc2)ccc1OCC(N)=O	-4	-3	1.2	-18	2	-5	-0.3	1	-2
CCc1cc2c(=O)n(-c3ccccc3)c(SCC(N)=O)nc2s1	-4	-8	1.2	-21	-4	-4	0.1	1	-4
COc1ccc(C(=O)COC(=O)c2cccnc2SC)cc1	11	-9	1.1	-9	-4	3	-1.7	0.97	0
CC1(C)Oc2ccc(C(=O)N/N=C/c3ccc(O)cc3)cc2NC1=O	-1	-6	0.92	8	0	-6	-2.3	1.1	0
Cc1cc(F)ccc1NC(=O)C1CCCO1 (centres undefined)	-17	-7	1	-5	57*	12	-2.3	0.88	0
N#Cc1cc(NC2CCCC2)c([N+](=O)[O-])cc1C#N	-11	1	0.9	10	4	12	1.1	0.88	3
CCOC(=O)N1CCN(Cc2nc3c(c(=O)n(C)c(=O)n3C)n2Cc2cccc(C)c2)CC1	-12	-2	0.92	8	1	3	0.4	0.97	5
Cc1cccc(NS(=O)(=O)c2cccc(C(=O)NNC(=O)c3ccccc3O)c2)c1	17	-8	2.2*	-118	-3	20	6.9	0.81	2
CCOC(=O)CCCc1ccc(/C(C)=N/NC(=S)NC)cc1	-4	-9	1	-1	-5	6	2.1	0.94	0
CC(Oc1ccc2c3c(c(=O)oc2c1)CCCC3)C(=O)NCCCn1ccnc1 (centres undefined)	9	1	1.3	-32	1	-3	-2.0	1	3
CCOC(=O)C(CC)(CC)/C(C)=N/NC(=O)CC#N	-10	-3	0.78	22	-3	10	-2.5	0.9	0
CCOC(=O)c1ccc(NC(=O)c2c(N)n(C)c(=O)[nH]c2=O)cc1	-13	-9	1.1	-10	-3	-6	-2.0	1.1	5
CC(C)C(=O)Nc1csc(C(F)(F)F)c1-c1ccccc1	-2	-9	1.2	-24	-5	-3	4.0	1	-2
O=C(Nc1ccccc1Cl)NC1(C(=O)NCC2CCCO2)CCCCC1 (centres undefined)	-4	-6	1	-2	0	2	-0.3	0.98	0
Cc1cc(OC(=O)c2ccc(Cl)cc2Cl)nc(C)n1	-5	-4	1	-1	1	3	1.8	0.97	1
COc1cccc(CC(=O)Nc2cccc3ccccc23)c1	-4	-3	1	-4	1	-6	-1.0	1.1	0
CCN(CC)CCNC(=O)c1c(O)c2cc(OC)c(OC)cc2[nH]c1=O	4	4	0.94	6	3	-10	-2.1	1.1	1
CCOc1ccc(-n2nc(C(=O)NCCOC)c3ccccc3c2=O)cc1	-2	-5	0.98	2	0	-10	1.2	1.1	-1
O=C(c1cc2ccccc2o1)N1CC=C(c2ccccc2)CC1	11	-6	0.99	1	-3	-3	3.6	1	-3
C/C=C(\C)C(=O)NCCN1C2=NC[C@@H](Cc3ccccc3)N2C[C@H]1Cc1ccc(O)cc1	-2	7	0.97	3	0	0	0.1	0.99	-1
CC(C)c1ccccc1NC(=O)C1CCCN(C(=O)c2ccc(Cl)cc2)C1 (centres undefined)	3	-1	0.97	3	0	-5	-1.1	1.1	-2
O=C(CN1CCCC1)Nc1ccc(Oc2ccc(NC(=O)CN3CCCC3)cc2)cc1	-8	-4	0.95	5	-2	-9	-3.3	1.1	-5
O=C1CC[C@H](N2C(=O)c3ccccc3C2=O)C(=O)N1	-5	-3	1	-2	0	-7	-4.6	1.1	-2
Cc1nc2ccc(Br)cc2c2c1CC(CBr)O2 (centres undefined)	-2	-4	1.2	-21	-6	8	1.3	0.92	-2
COc1cc(NC(=O)C2CCN(S(=O)(=O)c3ccc(N4CCCC4=O)cc3)CC2)cc(OC)c1	-16	-7	1.1	-12	-5	-36	-0.3	1.4	0
O=C(c1cc(F)c(F)cc1Cl)N1CCN(CCc2ccccc2)CC1	-1	2	0.93	7	-3	-6	-0.2	1.1	-3
CN(/N=C/c1cc(Cl)ccc1O)C1=NS(=O)(=O)c2ccccc21	-29	-2	0.92	8	4	1	6.0	0.99	-7

Overlap with the part before: 4 entries; new compounds follow.
SMILES	ATG4B inh	APOBEC3G inh	hIAP activ	hIAP inh	A3A deaminase	mIAP block	MPTP inh	mIAP activ	beta cell repl
Cc1nc2ccc(Br)cc2c2c1CC(CBr)O2 (centres undefined)	-2	-4	1.2	-21	-6	8	1.3	0.92	-2
COc1cc(NC(=O)C2CCN(S(=O)(=O)c3ccc(N4CCCC4=O)cc3)CC2)cc(OC)c1	-16	-7	1.1	-12	-5	-36	-0.3	1.4	0
O=C(c1cc(F)c(F)cc1Cl)N1CCN(CCc2ccccc2)CC1	-1	2	0.93	7	-3	-6	-0.2	1.1	-3
CN(/N=C/c1cc(Cl)ccc1O)C1=NS(=O)(=O)c2ccccc21	-29	-2	0.92	8	4	1	6.0	0.99	-7
CCOCCCNC(C(=O)Nc1ccc(OC)c(Cl)c1)c1ccccc1 (centres undefined)	-9	-11	0.83	17	0	-4	-1.4	1	-1
S=C(NCCc1ccc(Cl)cc1)NCc1ccco1	21	-4	0.92	8	-3	20	-0.2	0.8	-2
COc1ccc(-c2cc3n(n2)CCc2nc4ccccc4n2-3)cc1	-20	-8	1	0	-3	2	2.3	0.98	6
Cc1ccc(C)c(N2CCN(C(=O)c3csc4ccccc34)CC2)c1	5	-7	1	-5	-3	6	-2.2	0.94	-4
Cc1ccc(S(=O)(=O)CCC(=O)Nc2cccc([N+](=O)[O-])c2)cc1	-6	1	0.95	5	3	1	2.6	0.99	-1
Cc1ccc(NC2=NC(c3ccc(F)cc3)n3c(nc(C)cc3=O)N2)cc1 (centres undefined)	-14	-9	0.94	6	-1	-3	3.7	1	2
O=C(CSc1ncnc2c1cnn2-c1ccccc1)Nc1ccc2c(c1)OCO2	2	-1	1.2	-18	-3	-10	67*	1.1	-3
C/C(CC(=O)Nc1cccc2c1CCCC2)=N\NC(=O)c1cccc2ccccc12	35	-8	0.99	1	-3	-1	1.3	1	0
O=C1c2ccccc2C(=O)N1Cc1cc(-c2ccccc2Cl)no1	56*	0	0.97	3	-2	8	2.0	0.92	-4
CCN(CC)S(=O)(=O)c1c(OC)cc(C)c(Cl)c1C	2	-8	0.96	4	6	3	-2.7	0.97	1
COc1ccc(NC(=O)c2csc3c2CCCC3)cc1	-2	-3	0.97	3	0	-9	50	1.1	-2
O=C(N1CCCCC1)N1CCN(S(=O)(=O)c2ccc(Cl)cc2)CC1	-5	-8	1.2	-17	-4	0	-0.2	1	-3
Cc1ccc(NC(=O)C/C(N)=N/OC(=O)Nc2ccc(C)c(Cl)c2)cc1	-15	-5	0.96	4	-2	-62	9.5	1.6	-2
CCOc1ccc(NC(=S)NNc2ccnc3cc(Cl)ccc23)cc1	-8	-11	0.96	4	-3	5	81*	0.95	-6
COc1cccc(-n2cc(CNCc3c(C(=O)N(C)C)nc4ccc(Cl)cn34)cn2)c1	-12	3	0.98	2	7	5	1.9	0.95	-1
C[C@@H]1C[C@@H]2OC(=O)[C@]3(C)[C@H]2[C@@H](OC3(C)O)[C@]2(C)C(=O)C=C[C@H]12 (some centres undefined)	-2	3	0.87	13	1	2	0.4	0.98	4
COc1cc(C)c(CN2CCSCC2)cc1C	-5	-1	1.2	-18	-5	-8	0.2	1.1	-2
COc1cccc(CNC(=O)CCn2c(=O)c3cccn3c3cccnc32)c1	-4	1	1.1	-7	0	8	0.0	0.92	3
CCCCCCCCCCn1ccc(=N)cc1	4	-6	0.92	8	-3	-4	65*	1	-6
